PTEN del growth: growth suppression of PTEN-null HCT116, primary screen, cell-based, CellTiter-Glo; HCT116 PTEN-null viability, 60 h; hits give low values; viability, % at 10 µM; 1.2% of 140,000 active;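 active means viability at or below a set limit, 4 SD under the median of all tested compounds, cut at about 3.7% in these data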;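 further: PTEN knockout HCT116 line with beta catenin targeted HCT116 as companion control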
GALR2 antag: GALR2 antagonists in receptor-expressing cells, primary screen | Galanin receptor type 2 (Homo sapiens), O43603 | antagonist mode | inhibition, % at 4 µM | 0.39% of 140,000 active | AID 828, 2007; in the data active means inhibition above about 27%;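 further: cells stimulated with galanin 1-16 at roughly its EC80; 0% = agonist challenge control and 100% = basal control without agonist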
Target sequence (O43603 whole entry, looked up): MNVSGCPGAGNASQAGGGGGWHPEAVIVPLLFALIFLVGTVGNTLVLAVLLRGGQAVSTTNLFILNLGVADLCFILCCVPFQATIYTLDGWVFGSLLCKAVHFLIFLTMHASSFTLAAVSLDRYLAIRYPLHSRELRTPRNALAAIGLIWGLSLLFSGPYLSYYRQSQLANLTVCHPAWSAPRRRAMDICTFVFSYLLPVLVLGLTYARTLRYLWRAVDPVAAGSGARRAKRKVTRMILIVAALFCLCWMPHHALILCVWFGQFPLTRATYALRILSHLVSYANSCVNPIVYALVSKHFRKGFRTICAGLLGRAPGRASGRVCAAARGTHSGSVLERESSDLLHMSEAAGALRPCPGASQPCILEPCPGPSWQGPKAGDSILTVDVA
MRP1 act: H69AR viability gain despite doxorubicin, primary screen, MRP-1 activator project, H69AR cells, CellTiter-Glo; viability rescue; viability increase, % at 10 µM; 0.61% of 140,000 active;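 active means viability gain under doxorubicin at or above a set limit, the compound median plus 3 SD, cut at about 4.7% in these data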;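 further: MRP-1 overexpressing cells given doxorubicin 25 µM after compound pretreatment; 18-22 h compound pretreatment then 72 h with doxorubicin before readout; 0% = doxorubicin-only wells and 100% = vehicle-treated cells without doxorubicin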
Measles CPE: compounds protecting cells from measles virus cytopathic effect, primary screen, measles RdRp inhibitor project, single point, MLSMR library, absorbance; 1.5% of 140,000 active; Measles virus-infected cells, CPE protection; protection (pct of control), % at 4 µM; in the data active means protection mostly above about 24%, no sharp cut-off; inactive means mostly below about 26%; further: some compounds called inactive have numbers as strong as hits
bCat KO growth: primary screen for growth suppressors in beta-catenin knockout HCT116 cells (colon tumor, human); HCT116 beta-catenin knockout viability, CellTiter-Glo, 60 h; hits give low values; viability, % at 10 µM; 1.5% of 140,000 active; AID 818, 2007;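 active means viability at or under a set limit, the compound median less 4 SD, cut at about 6% in these data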;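 further: 0% = Hyamine 1622 control at 20 µM and 100% = untreated cell control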
Yeast growth inh: growth inhibitors of yeast BB579 in restrictive medium, primary screen, yeast lifespan-shortening project, S. cerevisiae | inhibition, % at 10 µM | AID 804, 2007 | OD615, 48 h | 0.51% of 140,000 active;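 active means inhibition above a set limit, 3 SD over the mean compound inhibition, cut at about 44% in these data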; further: inactives centre near -24
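System: DeaD yeast strain BB579; buffer or medium: CSMM-D dextrose restrictive medium; technique: OD at 615 nm; schedule: 4 h cell preincubation, 48 h compound exposure, 30 °C humidified; doses: single 10 µM dose; controls: amphotericin B 10 µg/mL, positive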
Phagocytosis inh: inhibitors of macrophage phagocytosis, primary screen, imaging, J774A.1 cells, IgG beads; J774A.1 macrophage IgG-bead phagocytosis; inhibition, % at 5 µM; 0.07% of 110,000 active; AID 1029, 2008;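 active means inhibition above the mean of the plate negative controls plus 5 SD, cut at about 13% in these data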;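 further: phagocytic index as fraction of beads internalized from green versus red external bead signal; plate controls were DMSO negative control for no effect and cytochalasin-D positive control for full effect; some results beyond the cut were filed as inactive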
NPY Y2 blocker: NPY-Y2 receptor antagonists, primary screen, cell-based | 0.99% of 140,000 active | inhibition, % at 2.7 µM | NPY-Y2 expressing cells, antagonist mode; in the data active means inhibition above about 17%;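 further: 0% = vehicle with agonist challenge and 100% = reference antagonist with challenge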
Target sequence (P49146 whole entry, looked up): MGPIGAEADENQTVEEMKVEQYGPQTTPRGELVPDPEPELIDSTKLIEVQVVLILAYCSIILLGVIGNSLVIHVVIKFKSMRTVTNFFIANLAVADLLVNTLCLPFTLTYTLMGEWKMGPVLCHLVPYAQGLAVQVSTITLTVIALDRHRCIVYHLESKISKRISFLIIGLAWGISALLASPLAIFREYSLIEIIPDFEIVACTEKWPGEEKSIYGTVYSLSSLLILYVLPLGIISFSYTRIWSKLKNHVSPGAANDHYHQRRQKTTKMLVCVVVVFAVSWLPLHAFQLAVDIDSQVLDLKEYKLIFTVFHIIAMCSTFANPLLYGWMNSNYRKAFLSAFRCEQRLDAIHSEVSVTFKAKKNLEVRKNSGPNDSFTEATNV
E-sel TNF inh: E-selectin induction blockers in HUVEC – imaging, immunofluorescence, high content, primary screen. HUVEC TNFa-induced E-selectin immunofluorescence. inhibition, % at 2 µM. 0.71% of 120,000 active;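 active means inhibition above the batch mean plus 3 SD, and confirmed as a hit on visual image review, cut at about 43% in these data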;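 further: 0% = TNF-stimulated DMSO wells and 100% = unstimulated control wells; not every result past the cut was called active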
Yeast lifespan up: compounds extending yeast replicative lifespan, primary screen, S. cerevisiae, OD615; S. cerevisiae growth with nicotinamide; deaD strain in restrictive glucose medium; inhibition of the nicotinamide effect, % at 10 µM; 0.68% of 130,000 active;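 active means inhibition above a set limit, placed 3 SD over the median of all compounds, cut at about 26% in these data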;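 further: 0% = nicotinamide-treated wells and 100% = cells grown without nicotinamide; some compounds called inactive have numbers as strong as hits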
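assay system = DeaD-strain S. cerevisiae | measured by = absorbance at 615 nm | probe or stimulus = nicotinamide 1.5 mM | buffer or medium = CSMM-D glucose medium, restrictive | times = 48 h at 30 °C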
* marks the source's active call; other numbers are inactive results; / = not tested or not shown.

SMILES	PTEN del growth	GALR2 antag	MRP1 act	Measles CPE	bCat KO growth	Yeast growth inh	Phagocytosis inh	NPY Y2 blocker	E-sel TNF inh	Yeast lifespan up
COc1ccccc1NC(=O)CN(C)S(=O)(=O)c1cc(C)ccc1OC	95	2	-0.1	5	87	-14	-1	7	-8	-4
CCC(C)Sc1nc(C)nc2c1c(=O)n(C)c(=O)n2C (stereo unspecified)	98	-8	-1.3	23	87	-15	0	4	/	6
COc1ccc(C2C(C(=O)c3ccco3)=C(O)C(=O)N2Cc2cccnc2)cc1OC (stereo unspecified)	99	-2	-1.7	2	98	-48	/	0	9	2
Cc1c(NC(=O)CN2C(=O)NC(C)(c3ccccc3Cl)C2=O)c(=O)n(-c2ccccc2)n1C (stereo unspecified)	98	0	-1.1	2	85	-12	-9	1	8	0
Nn1c(COc2ccccc2)nnc1SC(F)F	102	-3	0.0	15	106	-6	6	-2	-62	-15
CN1CCN(Cc2c(O)ccc3occ(C(=O)c4ccccc4)c23)CC1	69	1	-4.3	2	59	-60	0	6	-8	2
O=C(NCC(O)c1ccccc1)c1cccc(S(=O)(=O)N2CCOCC2)c1 (stereo unspecified)	92	14	-1.2	7	82	-34	2	-2	7	-18
CC(Cc1ccccc1)C(=O)N1CCN(C)CC1 (stereo unspecified)	83	10	-1.1	1	88	-21	/	0	/	5
CC(=O)CCC(=O)NCCc1ccccc1F	89	13	-1.4	5	85	-46	1	1	15	-5
Cc1ccc(NC(=O)c2cccc(Cl)c2)nc1	102	1	0.3	4	94	-79	/	-1	17	-13
N#CC(Cc1ccc(OC(F)F)cc1)c1nc2ccccc2[nH]1 (stereo unspecified)	65	9	-3.2	6	74	-17	-16	1	/	-7
Cc1nc2sc3c(O)cc(=O)[nH]c3c2c(C)c1C	101	-9	0.8	9	97	-16	1	1	9	-12
O=C(C1CCCN(S(=O)(=O)c2cccnc2)C1)N1CCn2c1nc1ccccc12 (stereo unspecified)	93	-2	-1.2	2	81	-13	1	0	/	-4
O=C(CN1CCN(c2ccccn2)CC1)Nc1ccc(F)cc1	93	-3	-0.8	18	99	-62	1	1	5	33
Cc1ccc(C)c(NS(=O)(=O)c2c(C)nn(C)c2C)c1	102	1	0.9	5	102	-40	-1	-3	/	-4
CC(C)C(=O)Nc1c2c(nc3ccccc13)N(C)CC2	85	-1	-3.9	5	95	-25	0	-1	/	-19
O=C(Nc1cnn(Cc2ccc(F)cc2)c1)c1cc2nc(-c3ccco3)cc(C(F)(F)F)n2n1	91	1	-1.9	17	96	-36	-1	0	-10	-3
Cc1ccc(NC(=O)N(Cc2ccco2)Cc2cc3cc(C)cc(C)c3nc2Cl)cc1	69	-12	-1.9	4	78	-12	1	9	4	-22
Cc1ccc2cc(C#N)c(SCC(=O)N3CCCc4ccccc43)nc2c1C	76	-2	-1.9	1	81	-48	/	6	-22	-2
COc1ccc(C2c3c(C)nn(-c4ccccc4)c3NC(=O)N2c2ccccc2)cc1 (stereo unspecified)	87	4	1.9	12	89	-24	-4	0	7	-4
CCOC(=O)C1=C(O)/C(=C/c2cc(OC)c(OC)c(OC)c2)SC1=Nc1ccc(OC)cc1	86	-11	-2.8	8	86	-15	/	6	-53	-3
CCCP(=O)(CC(=O)O)c1ccccc1 (stereo unspecified)	91	11	0.6	23	105	2	-1	4	-44	-2
C=CCn1c(COc2cccc3cccnc23)nnc1SCC(=O)OC	99	4	-1.3	2	96	-9	2	4	-11	-6
O=C(Cn1c(CC(=O)N2CCOCC2)nc2ccccc21)Nc1ccc2c(c1)OC(F)(F)O2	77	-13	0.2	4	90	-18	-2	-4	/	-2
N#Cc1c(NCc2ccccc2)ccnc1NCc1cccnc1	43	1	-1.4	12	29	-62	0	3	-18	-7
O=[N+]([O-])c1ccc(Cl)c(/C=N/N2CCN(Cc3ccccc3)CC2)c1	89	-3	-1.1	4	96	-46	/	3	1	-9
CC1CCCN(C(=O)CNC(=O)Cn2ccc3ccccc3c2=O)C1 (stereo unspecified)	106	10	-1.4	12	97	-68	0	-1	/	-6
O=C(CCc1nc2ccccc2c(=O)[nH]1)OCc1ccc(Cl)cc1Cl	95	-13	-1.2	30	95	-21	0	8	/	-2
CCNC(=O)CSc1nc2ccccc2c(=O)n1-c1cc(OC)ccc1OC	94	7	-3.2	12	94	-14	0	1	-9	-5
CCOCCCNC(=O)c1cc2sc(Cl)cc2n1CC	65	-1	-2.4	13	59	-8	-1	2	16	-16
CCOC(=O)CSc1n[nH]c(-c2cccnc2)n1	92	4	-1.8	32	106	-25	/	1	-16	-28
O=S1(=O)C=CC(Nc2ccccc2)C1 (stereo unspecified)	89	2	0.9	9	93	-34	/	0	9	-17
O=C(C1CC1)N1CCc2cc(Br)cc(S(=O)(=O)NCc3ccco3)c21	87	0	-2.9	8	87	-31	0	5	7	0
O=C(O)CCNS(=O)(=O)c1ccccc1	104	0	-0.6	25	102	-32	-1	0	-10	-10
CCn1c(SCC(=O)N2CCCc3ccccc32)nnc1-c1ccoc1C	100	10	-2.1	27	83	-11	/	3	-2	/
COc1cccc(N(CC(=O)N2CCN(C)CC2)S(=O)(=O)c2ccccc2)c1	95	12	-1.1	2	93	-41	2	-2	9	-5
Cc1ccc(S(=O)(=O)N2CCN(C(=O)CN3CCOCC3)C2)cc1	99	6	-0.1	21	94	-25	/	0	-4	-12
Cc1ccc(-c2nnc(N3CCN(C(=O)CN4CCOCC4)CC3)c3ccccc23)cc1	72	4	-1.6	0	71	-50	-1	0	-24	-6
Cc1ccccc1S(=O)(=O)Cc1ccc(C(=O)N2CCN(c3ncccn3)CC2)o1	94	8	-0.8	12	95	0	2	3	-48	-2
COc1ccccc1CNC(=O)N[C@@H](Cc1ccccc1)C(=O)O	96	3	-1.2	10	92	-2	0	1	8	0
O=C(COc1ccccc1[N+](=O)[O-])N/N=C/c1cccs1	95	11	2.3	21	93	-7	-4	0	/	9
FC(F)(F)c1nnc2sc(-c3ccco3)nn12	98	11	-0.5	4	110	-23	2	2	/	10
OCCNCCCCOc1ccccc1F	114	-1	-0.3	8	103	-5	-1	3	-13	-12
O=C(CCn1c(=O)sc2ccccc21)Nc1ccon1	104	15	0.8	5	97	-12	/	0	-14	/
O=C(c1cc2nc(-c3ccco3)cc(C(F)(F)F)n2n1)N1CCN(c2ccccn2)CC1	92	-1	-0.8	31	90	-55	/	4	21	-10
COc1ccc2c(c1)C(=O)N(c1ccc(C)cc1)C(=O)C2	84	-14	-1.4	4	88	2	/	0	-12	-9
CC1=C(C(=O)Nc2ccccc2)C(c2cccs2)C(C#N)=C(SCC#N)N1 (stereo unspecified)	72	0	-2.3	21	75	-11	1	4	-12	-12
CC(Sc1nnc(-c2cccs2)n1-c1ccccc1)C(=O)NCc1ccco1 (stereo unspecified)	95	2	-2.3	8	89	-3	-2	0	-2	2
O=C(NCCOCCOCCNC(=O)c1cccnc1)c1cccnc1	103	2	-0.9	3	109	-44	0	-1	/	1
COc1cc(-c2[nH]nc3c2C(c2ccoc2)C(C#N)=C(N)O3)cc(OC)c1OC (stereo unspecified)	88	13	-0.5	3	73	-47	/	1	15	/
CCOC(=O)c1cc(-c2ccc(C)cc2)n(CCC(=O)NC(C)CC)c1C (stereo unspecified)	91	-5	-1.9	4	100	-25	/	4	-15	-5
O=C(NCC(=O)N1CCCC1)c1cccs1	99	1	0.6	11	93	-10	-1	3	3	-12
O=C(CSCc1ccc(F)cc1)Nc1ccccc1C(=O)N1CCOCC1	100	-2	-0.6	10	93	-3	-1	1	-5	4
CCOc1ccc(NC(=O)CC2C(=O)N(C)C(=S)N2Cc2ccco2)cc1 (stereo unspecified)	101	4	-3.6	8	85	0	-6	1	/	-1
COc1ccc(/C=N/NC(=O)Cn2c(Cc3ccc(OC)c(OC)c3)nc3ccccc32)cc1	95	-7	-1.9	5	97	-13	-3	2	/	1
O=C(CSc1nnc(Cc2ccccc2)n1-c1ccc(F)cc1)N1CCOCC1	81	3	-4.3	5	95	-2	5	-3	14	-26
CCOCCCNC(=O)c1c[nH]c2ccc(C)cc2c1=O	93	9	-1.1	12	97	-33	/	-1	1	/
CN(c1ccc(C(=O)NCC2CCCO2)cc1)S(=O)(=O)c1ccccc1 (stereo unspecified)	84	0	-1.6	7	103	-36	/	1	4	-9
Fc1ccc(Nc2nc(Oc3ccc4c(c3)OCO4)nc(N3CCOCC3)n2)c(F)c1	98	3	-0.4	27	94	-69	-1	4	/	-8
CCC(c1nnnn1Cc1ccc(OC)cc1)N(CCCO)Cc1cc2cc3c(cc2[nH]c1=O)OCO3 (stereo unspecified)	96	6	-0.2	5	93	-12	6	0	14	-8
Later entries.
SMILES	PTEN del growth	GALR2 antag	MRP1 act	Measles CPE	bCat KO growth	Yeast growth inh	Phagocytosis inh	NPY Y2 blocker	E-sel TNF inh	Yeast lifespan up
COc1ccccc1N1CCN(c2nc3c(C)cccn3c(=O)c2C=O)CC1	70	-23	0.1	23	78	-30	/	2	-3	-11
O=C(CCNC(=O)Cn1ccc2ccccc2c1=O)NCCCN1CCN(c2ccc(F)cc2)CC1	81	1	-2.6	0	77	-29	/	1	/	-7
O=C(CCn1c(=O)oc2ccccc21)Nc1nc2ccccc2s1	94	18	0.1	40*	97	-29	0	5	/	-13
CC(C)OC(=O)COc1ccc(-c2ccccc2)cc1	84	-5	0.0	7	100	-7	1	3	2	-8
O=[N+]([O-])c1ccc(Sc2nccn2Cc2ccccc2)c([N+](=O)[O-])c1	5	1	-4.6	9	4.8*	4	-2	-2	/	5
COc1ccc(N(CC(=O)O)S(C)(=O)=O)cc1OC	101	4	-1.7	5	92	27	1	0	12	-2
O=C(Nc1ccc(Cl)cc1)c1cc2nc(-c3ccco3)cc(C(F)(F)F)n2n1	72	8	-4.2	4	68	-45	0	2	78*	-14
NC(=O)CSc1nc2scc(-c3ccc(Cl)cc3)c2c(=O)n1Cc1ccccc1	57	-6	4.5	2	62	-37	7	-2	-39	-3

Screening data: PubChem BioAssay, several laboratories
